# Assay outcomes (PubChem BioAssay)
# PRMT1 inh – blocks human protein arginine methyltransferase 1. recombinant PRMT1, activity-based probe fluorescence polarization. inhibition, % at 2.79 µM. 370,000 tested, 1.3% active. AID 652257;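 active = inhibition above about 21% made by adding two undisclosed values, limit read from the data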
# Target sequence (Q99873 whole entry, looked up): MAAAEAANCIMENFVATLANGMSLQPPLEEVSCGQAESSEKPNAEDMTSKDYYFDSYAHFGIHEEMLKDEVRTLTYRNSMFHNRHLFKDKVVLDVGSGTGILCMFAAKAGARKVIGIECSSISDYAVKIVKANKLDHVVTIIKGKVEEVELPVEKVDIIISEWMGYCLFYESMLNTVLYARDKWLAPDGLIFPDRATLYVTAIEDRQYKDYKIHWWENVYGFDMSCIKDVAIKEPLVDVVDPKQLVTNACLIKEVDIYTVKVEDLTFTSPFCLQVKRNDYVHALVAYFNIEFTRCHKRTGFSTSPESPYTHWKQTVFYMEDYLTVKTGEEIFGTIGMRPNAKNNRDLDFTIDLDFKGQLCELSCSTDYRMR
# LEDGF integ inh – blocks HIV-1 LEDGF/p75-dependent DNA integration; TR-FRET IN-LEDGF/p75 DNA integration, Eu/Cy5; inhibition, % at 3.7 µM; 370,000 tested, 0.64% active;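 active = inhibition above the screen-wide mean plus 3 SD, cut at about 13% in these data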;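 also: signal is the Cy5 over europium emission ratio at 671 and 618 nm; 0% = plate median of compound wells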
# PG9 Ab binder – small molecules binding HIV-1 gp120 antibody PG9; TR-FRET gp120-PG9 antibody binding; inhibition, % at 6.7 µM; 360,000 tested, 0.43% active; in the data active = inhibition above about 8.5%
# TDP2 inh – TDP2 (human) inhibition, absorbance primary screen | recombinant TDP2, T5PNP hydrolysis, p-nitrophenol absorbance 415 nm | inhibition, % at 12.8 µM | 370,000 tested, 0.34% active;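 active = inhibition above the mean of all tested compounds plus 3 SD, set per campaign, cut at about 25% in these data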;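 also: 0% = DMSO with enzyme and 100% = buffer with substrate but no TDP2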
# Target sequence (O95551 whole entry, looked up): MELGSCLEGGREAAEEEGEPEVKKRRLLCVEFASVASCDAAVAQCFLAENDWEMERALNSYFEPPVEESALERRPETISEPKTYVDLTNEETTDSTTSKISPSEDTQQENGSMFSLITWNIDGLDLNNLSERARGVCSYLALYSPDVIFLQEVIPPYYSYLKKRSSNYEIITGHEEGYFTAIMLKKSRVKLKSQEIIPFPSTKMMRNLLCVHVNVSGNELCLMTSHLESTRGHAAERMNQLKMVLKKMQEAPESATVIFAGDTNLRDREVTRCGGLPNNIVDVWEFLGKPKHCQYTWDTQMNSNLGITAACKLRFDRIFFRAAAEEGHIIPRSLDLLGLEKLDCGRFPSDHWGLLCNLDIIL
#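 Test system: human TDP2 enzyme; Input: 120 nM TDP2 per well; Buffer or medium: Mg2+-containing Tris-HCl buffer, pH 7.5; Reagent: 5 mM T5PNP; Dosing: 12.8 µM single point, 1% DMSO; Incubation: reaction 2 h, 37 °C; Detection: p-Nitrophenol epi absorbance; Read-out: % inhibition relative to enzyme-containing and enzyme-free wells; Replicates: single well per compound.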
# HTRA1 inhibitor – blocks human HTRA1 serine peptidase. Q92743. 340,000 tested, 0.5% active. recombinant HTRA1, FP-rhodamine activity-based probe, fluorescence polarization. inhibition, % at 5.96 µM. AID 504803; in the data active = inhibition above about 36%;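 also: 0% = enzyme with DMSO and 100% = wells lacking enzyme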
# UHRF1 binding – blocks human UHRF1 binding to methylated DNA | UHRF1 binding to methylated oligo, TR-FRET | inhibition, % at 4.4 µM | 370,000 tested, 0.75% active | AID 687016; in the data active = inhibition above about 21%;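 also: UHRF1 SRA domain binding a hemimethylated CpG hairpin DNA probe; 0% = median of test compound wells and 100% = reference inhibitor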
# Tn7 DDE FP – DD(E)-Tn7 binding inhibition, primary FP screen | inhibition, % at 8.3 µM | P02675 | AID 720508 | FP displacement of FITC-Tn7 peptide from fibrin DD(E); 0% = median of compound wells per plate | 370,000 tested, 0.13% active;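 active = inhibition above the mean of compounds falling within the control limits plus 3 SD of them, cut at about 14% in these data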;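 also: 0% = plate median of compound wells and 100% = 10 µM Aha-Tn7 peptide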
#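 Assay system: Human fibrin DD(E) protein | Medium: Tris buffer with calcium and detergent, pH 7.8 | Reagent: 0.1 µM fluorescent Tn7 | Compound dosing: Single point at 8.3 µM | Times: 10 min preincubation, 3 h with tracer, room temperature | Detection: Fluorescence polarization of the labelled Tn7 tracer | Controls: Aha-Tn7 high control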
# ABHD4 inh – inhibitors of mouse ABHD4. Q8VD66. purified mABHD4, FP-Rh probe fluorescence polarization. inhibition, % at 8.92 µM. 370,000 tested, 0.54% active. AID 720543;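 active = inhibition exceeding the mean over every tested compound plus 3 SD, cut at about 30% in these data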;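 also: 0% = plate median of compound wells and 100% = S159A mutant with DMSO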
# Target sequence (Q8VD66 whole entry, looked up): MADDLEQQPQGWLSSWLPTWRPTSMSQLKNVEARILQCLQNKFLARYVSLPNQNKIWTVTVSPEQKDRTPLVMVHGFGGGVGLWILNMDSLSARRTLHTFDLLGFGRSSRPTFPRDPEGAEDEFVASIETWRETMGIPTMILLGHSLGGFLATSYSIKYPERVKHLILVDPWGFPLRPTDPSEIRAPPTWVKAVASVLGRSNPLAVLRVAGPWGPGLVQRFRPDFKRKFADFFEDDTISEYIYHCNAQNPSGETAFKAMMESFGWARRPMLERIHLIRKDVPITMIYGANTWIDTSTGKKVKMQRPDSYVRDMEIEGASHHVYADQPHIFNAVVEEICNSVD
#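 Assay system: mouse ABHD4 enzyme, wild type / Also added: fluorescent activity-based probe FP-Rh / Doses: single nominal dose of 8.92 µM, 0.89% DMSO final / Timing: 45 min compound pre-incubation plus 60 min probe step, 25 °C / Signal: FP readout, ex 525 nm / em 598 nm / Control set: S159A mutant/DMSO as 100%, compound-well median as 0%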
# SIAE primary – blocks human sialic acid acetylesterase; Q9HAT2; SIAE FP-Rh probe binding, fluorescence polarization; inhibition, % at 9.66 µM; 370,000 tested, 0.69% active; AID 1053197;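 active = inhibition above a cutoff: mean of compounds within the control limits plus 3 SD of those, cut at about 17% in these data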;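 also: 0% = plate median of compound wells and 100% = probe without SIAE protein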
# TCR CD3 inh – human TCR-CD3 binding inhibition; TAMRA-labeled TCR probe fluorescence, biochemical; 360,000 tested, 0.37% active; inhibition, % at 9.4 µM; in the data active = inhibition above about 19%;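 also: recombinant mutant TCR 2C K166C tagged with TAMRA read by polarization; 0% = receptor in buffer alone and 100% = receptor with positive control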
# * marks the source's active call; other numbers are inactive results; . = not tested or not shown.
SMILES,PRMT1 inh,LEDGF integ inh,PG9 Ab binder,TDP2 inh,HTRA1 inhibitor,UHRF1 binding,Tn7 DDE FP,ABHD4 inh,SIAE primary,TCR CD3 inh
CCn1c(CN2CCCCC2)nc2cc(S(=O)(=O)N3CCCCC3)ccc21,-4.5,4.1,-2.2,12.0,-5.4,-1.3,3.0,-6.2,-2.8,5.7
CCC(=O)Nc1ccc(N2CCN(C(=O)c3ccccc3C)CC2)cc1,3.0,-5.2,-0.2,3.4,-2.4,-1.1,8.1,-2.1,3.9,1.9
Cc1nc(-c2ccc(NC(=O)Cc3ccccc3)cc2)cs1,3.8,-2.5,0.0,-12.1,-12.3,0.3,1.7,-2.2,-4.1,-2.5
CN1C(=O)CC(N2CCN(CC(N)=O)CC2)C1=O (centres undefined),0.6,-1.1,0.3,14.9,-2.2,2.5,3.7,2.6,9.4,-4.0
COc1ccc(C(=O)Nc2nnc(Cc3ccc(OC)c(OC)c3)s2)cc1,4.1,-2.6,9.5*,-2.4,-6.7,1.2,5.3,-3.8,4.8,5.5
COc1ccc(-c2cc(C)no2)cc1S(=O)(=O)NCCCN1CCN(c2ccccc2)CC1,-5.2,-1.1,-2.4,12.5,3.5,0.1,-7.4,5.2,-2.9,7.7
NC(=NC1CCCCC1)NS(=O)(=O)c1ccccc1,-0.9,0.1,-1.6,14.9,-7.3,-1.5,-6.2,-4.8,-3.2,13.5
COc1ccc(CCNC(=O)C(F)(F)F)cc1S(N)(=O)=O,-3.8,4.0,0.0,-1.1,.,-1.2,8.4,-1.1,8.9,1.9
O=C(O)CCn1cc(/C=C/C(=O)c2ccc(Cl)cc2)c(-c2cccc(Br)c2)n1,12.2,1.6,2.2,21.9,-48.0,2.5,3.5,-41.8,-42.2,-6.9
CC(NC(=O)c1cccc(N2CCCC2=O)c1)c1ccc2c(c1)OCCO2 (centres undefined),2.0,-1.2,0.9,-1.9,0.6,0.2,-4.7,16.5,-2.5,7.0
N#Cc1ccc(CSc2nnc(-c3ccncc3)o2)cc1,1.0,-2.4,-2.4,4.5,0.2,-0.2,-0.7,-3.7,-6.1,3.0
COC(=O)c1ccc2cc(C)cc(C)c2n1,-3.4,0.3,-0.6,4.3,.,-3.1,-9.6,2.7,2.5,-1.4
CCC(CC)c1nnc(NC(=O)C2CC(=O)N(C3CCCC3)C2)s1 (centres undefined),4.9,-0.7,1.4,-14.9,-6.1,3.7,0.0,8.1,-2.4,11.3
CCOC(=O)c1c(NC(=O)CS(=O)(=O)c2cn(CC)c3ccccc23)sc2c1CCCC2,-1.4,-2.6,-1.8,-4.7,-33.9,0.5,9.7,-10.9,-8.1,6.6
Cc1ccc(-c2noc(C3CCN(C(=O)Nc4ccc(C#N)cc4)CC3)n2)o1,2.4,-2.1,-1.6,-3.5,-17.1,-1.6,-1.3,-4.6,-3.5,7.1
COC(=O)CCc1nc2c(C#N)c(-c3ccc(Cl)cc3)ccn2n1,0.7,2.0,-0.5,1.4,1.8,0.7,6.0,0.9,1.4,-0.6
COC(=O)c1ccc(C2/C(=C(/O)c3ccc(OC(C)C)cc3)C(=O)C(=O)N2c2cc(C)on2)cc1 (centres undefined),16.6,-3.5,1.1,-10.7,0.4,7.7,-1.4,3.6,-2.2,-4.8
COc1ccc([N+](=O)[O-])cc1N(CC(=O)NCCSc1ccc(C)cc1)S(C)(=O)=O,-2.3,-1.2,-2.3,0.3,-0.7,0.3,3.9,-0.8,-0.7,5.3
NC(=O)c1c(NC(=O)c2cccc(N3C(=O)CCC3=O)c2)sc2c1CCCCC2,0.6,-1.9,-1.6,3.0,-1.3,1.0,7.5,-1.9,7.5,5.7
N#C/C(=C\c1ccco1)C(=O)Nc1cccc2ncccc12,0.8,2.6,-5.6,-3.4,4.8,-4.7,-0.8,1.1,2.9,3.3
O=C1CCC(N2C(=O)c3ccccc3C2=O)C(=O)N1 (centres undefined),-1.2,2.0,2.3,-14.7,4.1,0.1,-2.3,3.4,4.3,-2.9
Cc1ccc(C(C)NC(=O)c2cc3ccccc3oc2=O)cc1C (centres undefined),-6.0,6.8,-1.7,-16.6,-7.6,0.4,-4.5,-5.4,-4.2,0.6
CCOc1cc(/C=C2\SC(=S)N(C(C(=O)O)c3ccccc3)C2=O)ccc1O (centres undefined),24.8*,5.5,-1.4,-0.7,-173.5,-8.0,-4.6,-181.1,-143.1,-73.8
CC1CC(C)CN(C(=O)COC(=O)c2ccc([N+](=O)[O-])o2)C1 (centres undefined),0.5,0.5,-0.1,15.9,26.3,-8.4,4.0,2.8,-0.1,-7.8
O=C(N/N=C/C(Br)=C/c1ccccc1)c1cc(-c2ccco2)[nH]n1,13.5,0.7,-0.7,2.3,-53.1,-0.8,0.3,-23.5,-14.4,4.0
CCC(C)NC(=O)C1CCN(S(=O)(=O)N2CCC3(CC2)OCCO3)CC1 (centres undefined),4.5,-2.3,-2.0,-2.8,4.6,0.7,5.1,-0.4,-3.2,-5.6
Cc1ccccc1CSCC(=O)Nc1ccccc1F,-0.5,-2.2,-0.8,3.1,-1.2,2.8,-2.4,-2.0,-2.7,-7.2
O=C(c1ccc(Cl)cc1)N1CCC2CC1c1cc(-c3ccccc3)ccc12 (centres undefined),0.7,3.1,-0.8,-6.0,-21.4,1.1,-3.7,-9.7,21.0*,3.5
CCCS(=O)(=O)NC(=O)C1(C)CCN(C(=O)c2c(F)ccc(C)c2F)C1 (centres undefined),4.1,-0.2,0.2,-6.6,.,1.0,-0.5,-0.1,2.2,-1.2
O=C(c1ccc2c(=O)n3c(nc2c1)CCCCC3)N1CCN(Cc2ccccc2)CC1,-2.5,1.1,0.5,8.7,4.9,-2.4,-4.4,0.4,-5.8,-1.0
O=C(c1cc(-c2ccncc2)nc2ccc(Cl)cc12)N1CCN(Cc2ccc3c(c2)OCO3)CC1,1.8,0.8,-0.1,-19.9,-3.8,3.6,-2.5,-3.4,1.5,-8.2
CCc1nnc(NC(=O)c2c(OC)cccc2OC)s1,0.6,-2.9,-0.1,-1.2,2.0,2.6,-3.8,-0.2,6.5,0.3
CCOC(=O)c1ccc(NC(=S)N(Cc2cccnc2)Cc2ccco2)cc1,2.0,-0.8,-0.6,0.4,-2.1,-2.1,1.3,5.4,-1.8,0.3
O=C(Cn1c(-c2ccccn2)nc2ccccc21)N/N=C/c1cccnc1,-0.1,-1.2,-2.6,-9.2,.,-2.2,3.7,-2.9,-0.1,5.1
Cc1cc(C)c(NC2=CC(=O)CC(C)(C)C2)c(C#N)c1,4.1,0.0,-0.2,11.6,2.9,0.2,-3.6,9.8,-2.0,-11.5
O=C(Nc1ccc2c(c1)OCO2)C1CCN(C(=O)c2ccc([N+](=O)[O-])cc2)CC1,0.9,0.4,1.1,1.3,4.4,2.7,5.7,2.6,1.7,-2.4
CC1Oc2ccccc2N(CC(=O)NCc2cccs2)C1=O (centres undefined),-0.3,0.4,-2.6,-6.9,1.4,-3.9,-0.2,-0.5,1.7,3.5
CN(C)c1ccc(CN(C)C2CCCCC2)cc1,0.1,-0.5,-0.4,9.3,2.0,-3.1,-1.9,1.1,12.9,5.0
Cc1occc1C(=O)Nc1cccc(C(=O)O)c1,-3.7,-1.4,-0.3,5.4,0.2,-3.1,1.9,2.3,2.1,4.1
COc1ccccc1N1CCN(C(=O)c2c(-c3c(Cl)cccc3Cl)noc2C)CC1,-2.5,1.2,-3.3,-3.2,0.7,-1.0,-3.7,9.8,2.7,1.0
CCN(CC1CCCN(CCc2cccc(OC)c2)C1)C(=O)c1ccc(COC)o1 (centres undefined),3.2,1.1,1.0,1.5,4.0,-1.6,1.8,-1.0,0.6,2.6
CCOC(=O)c1sc(NC(=O)C2CC(=O)N(c3ccc(OC)cc3)C2)nc1C (centres undefined),6.1,-9.7,-0.1,-4.6,-4.4,1.1,-0.8,-1.1,3.0,-2.0
O=C(CCN1CCC(c2ccc(Cl)s2)=N1)c1ccc(Cl)s1,-1.1,3.2,-1.1,-0.8,.,2.2,-4.0,-2.1,7.2,-6.4
CCOC(=O)c1c(C)[nH]c(C)c1C(=O)COC(=O)[C@@H]1CCCN1S(=O)(=O)c1ccc(Cl)cc1,-3.2,1.8,0.6,-9.5,-14.4,-0.3,-5.8,-2.1,-1.0,8.3
COC(=O)c1c(NC(=O)c2ccc(C)cc2)sc(Cc2ccccc2)c1C,-1.1,5.3,-2.2,-7.8,-4.3,2.1,0.3,2.0,-3.1,-5.0

# Exported with values under each structure: part of the list above
# Sequence of screens: PRMT1 inh	LEDGF integ inh	PG9 Ab binder	TDP2 inh	HTRA1 inhibitor	UHRF1 binding	Tn7 DDE FP	ABHD4 inh	SIAE primary	TCR CD3 inh
- Cc1ccccc1CSCC(=O)Nc1ccccc1F
→ -0.5	-2.2	-0.8	3.1	-1.2	2.8	-2.4	-2.0	-2.7	-7.2
- O=C(c1cc(-c2ccncc2)nc2ccc(Cl)cc12)N1CCN(Cc2ccc3c(c2)OCO3)CC1
→ 1.8	0.8	-0.1	-19.9	-3.8	3.6	-2.5	-3.4	1.5	-8.2

# More records.
SMILES,PRMT1 inh,LEDGF integ inh,PG9 Ab binder,TDP2 inh,HTRA1 inhibitor,UHRF1 binding,Tn7 DDE FP,ABHD4 inh,SIAE primary,TCR CD3 inh
CCOc1ccc(CNC(=O)c2nnc(CS(=O)(=O)c3ccccc3)o2)cc1OC,-4.8,6.0,1.5,-13.3,-7.5,2.6,-6.4,-3.2,-5.7,0.8
Nc1cc(=O)[nH]c(SCC(=O)Nc2cccc(S(=O)(=O)N3CCCCC3)c2)n1,15.3,-5.8,0.7,-6.0,-8.0,5.8,2.1,-18.4,-14.8,0.1
O=C1CSCC(=O)N1c1ccccc1,0.5,1.1,0.0,6.3,6.8,2.2,3.1,4.5,8.2,-3.4
COc1ccc(C(CNC(=O)C(C)Oc2ccc(Br)cc2)N2CCCC2)cc1 (centres undefined),2.2,1.0,1.9,-1.5,1.3,-1.9,-1.2,6.0,5.0,-11.0
OCCC1CN(CC(c2ccccc2)c2ccccc2)CCN1C1CCCC1 (centres undefined),-3.2,2.5,-3.8,1.4,-2.2,1.2,2.3,4.2,6.4,-1.9
O=C(Nc1ccc(-c2nc3ncccc3o2)cc1)c1ccc([N+](=O)[O-])o1,-2.3,4.9,-1.6,12.0,-1.1,40.0*,-7.5,-2.9,2.7,3.3
Cc1cc(=O)[nH]c(N/N=C2/CCCC/C2=C\c2ccccc2)n1,-1.2,0.3,-0.7,-1.4,9.7,-2.6,-5.6,6.2,3.0,-0.1
Cc1ccc(C(=O)c2sc3nc4c(cc3c2N)CCC4)cc1,0.6,1.1,0.8,4.0,-3.4,2.5,11.1,15.6,6.0,-3.9
CCOc1cc(CNc2ccc(Br)cc2)cc(Br)c1OCC(=O)NC(C)(C)C,-1.1,0.4,-1.2,-1.3,0.3,-1.9,2.7,1.6,-2.7,-1.0
